Compound activity deposited in PubChem BioAssay by National Center for Advancing Translational Sciences (NCATS).
AmpC no deterg: AmpC beta-lactamase inhibition without detergent; P00811; AmpC nitrocefin hydrolysis, absorbance 480 nm, 0.0001% Triton; Potency, µM (series often up to 57.1 µM), without a hit: at the highest dose activity change, negative = inhibition, most hits filed as inhibitors; hit rate 0.52% among 330,000;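 note: potency is the fitted concentration of half-maximal effect; plate controls were no compound for no effect and no enzyme for full effect; nearly all actives have a fitted effect of over 20% in size; some results filed as inactive show a strong effect at the top dose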
Target sequence (P00811 whole entry, looked up): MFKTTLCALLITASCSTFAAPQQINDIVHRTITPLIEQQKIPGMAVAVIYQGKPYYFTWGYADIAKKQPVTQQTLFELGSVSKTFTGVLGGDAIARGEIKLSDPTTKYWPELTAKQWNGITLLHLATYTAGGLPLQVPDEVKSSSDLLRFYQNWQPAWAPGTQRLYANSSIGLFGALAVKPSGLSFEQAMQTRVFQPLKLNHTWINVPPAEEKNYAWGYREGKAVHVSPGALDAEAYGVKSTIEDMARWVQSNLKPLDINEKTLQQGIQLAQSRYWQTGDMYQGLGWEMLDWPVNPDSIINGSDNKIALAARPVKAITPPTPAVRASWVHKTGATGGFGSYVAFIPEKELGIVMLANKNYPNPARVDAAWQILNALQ
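20 mM phosphate pH 7.0 + 0.01% (detergent screen) or 0.0001% Triton X-100; 5.3 nM AmpC reagent; cpd preinc 15 min RT; nitrocefin (800 uM stock) to start; A480 q20 s × 4 min; Activity was normalised to no-enzyme and no-compound control wells.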
AmpC detergent: AmpC beta-lactamase inhibition with detergent present; hit rate 0.041% among 370,000; P00811; AmpC hydrolysis of nitrocefin, absorbance 480 nm, 0.01% Triton; Potency, µM (series often up to 114 µM), without a hit: at the highest dose activity change, negative = inhibition, usual class: inhibitors;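 note: potency is the fitted concentration of half-maximal effect; 0% = no-compound wells and -100% = no-enzyme wells; nearly all actives have a fitted effect of over 25% in size; some results filed as inactive show a strong effect at the top dose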
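AmpC (5.3 nM in the dispensed reagent) in 20 mM phosphate pH 7.0 with 0.01% (detergent screen) or 0.0001% Triton X-100 was preincubated with compounds for 15 min at room temperature. Nitrocefin was then added from an 800 uM solution, and hydrolysis was followed at 480 nm.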
Sm TGR inh: inhibitors of Schistosoma mansoni thioredoxin glutathione reductase; purified TGR, DTNB reduction, TNB absorbance 405 nm; Potency, µM (series often up to 114 µM), inactives show at the highest dose activity change, negative = inhibition, hits mostly inhibitors; hit rate 3% among 360,000; AID 485364; note: potency is the fitted concentration of half-maximal effect; nearly all actives have a fitted effect of over 60% in size
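First, TGR (20 nM dispensed) and NADPH were mixed with compound. Second, a 15 min room-temperature incubation followed. Third, further NADPH and then DTNB were added to start the reaction. Finally, TNB absorbance was monitored kinetically.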
FBPA Giardia inh: blocks Giardia fructose-bisphosphate aldolase activity | A8B2U2 | purified Giardia FBPA | Potency, µM (doses to about 59.6 µM), for inactives: at the highest dose activity, negative = inhibition, hits mostly inhibitors | hit rate 0.71% among 290,000; note: potency is the fitted concentration of half-maximal effect; nearly all actives have a fitted effect of over 55% in size
Target sequence (A8B2U2 whole entry, looked up): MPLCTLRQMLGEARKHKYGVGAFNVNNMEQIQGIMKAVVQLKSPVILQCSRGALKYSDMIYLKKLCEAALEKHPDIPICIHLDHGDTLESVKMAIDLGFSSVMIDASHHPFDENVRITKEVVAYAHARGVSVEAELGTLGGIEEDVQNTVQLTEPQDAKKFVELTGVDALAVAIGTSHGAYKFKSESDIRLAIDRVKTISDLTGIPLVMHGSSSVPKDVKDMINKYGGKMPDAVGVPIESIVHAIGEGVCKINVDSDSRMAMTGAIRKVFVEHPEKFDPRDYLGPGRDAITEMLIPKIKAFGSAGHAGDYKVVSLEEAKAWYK
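Giardia FBPA (40 nM reagent) was preincubated 10 min at RT with compound (up to 57.5 uM final), then substrate plus GAPDH/TPI/NAD/arsenate coupling system with diaphorase/resazurin was added; resorufin fluorescence (525/598 nm) was read after 20 min.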
AMA1-RON2 inh: disrupts binding of P. falciparum AMA1 to RON2 | AlphaScreen AMA1-biotinylated RON2 peptide binding | Potency, µM (top dose mostly 58.2 µM), without a hit: top-dose activity change, negative = inhibition, actives largely listed as inhibitors | hit rate 0.2% among 360,000;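 note: potency is the fitted concentration of half-maximal effect; 0% = vehicle wells and -100% = peptide control; nearly all actives have a fitted effect of over 45% in size; some results filed as inactive show a strong effect at the top dose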
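AMA1 (3D7) with his tag at 25 nM final met compounds first, then biotinylated RON2 peptide at 25 nM; detection used donor plus acceptor beads, 10 µg/mL apiece, read by AlphaScreen after 30 min at room temperature.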
HCMV inh: human cytomegalovirus inhibition; HFF cells, HCMV-luciferase reporter, 72 h; hits give low values; activity change, negative = inhibition, % at 57.5 µM; AID 1259415; hit rate 4.5% among 410,000; in the data active = activity change below about -60%; inconclusive = no clear call, values can overlap the other calls; inactive = above about -39%
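Compounds were evaluated in HFFs infected with an HCMV luciferase reporter virus (MOI 1 PFU/cell). Luciferase in lysates collected 72 h post infection served as the replication measure.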
Numbers without * were called inactive; u = inconclusive; x = no result given; & = joins results of further samples; [ ] = remark or other dose. Unless noted, calls come from the whole dose curve; as a rule, active = well fitted curve in the direction sought with a large enough effect; inconclusive = small, poorly fitted or top-dose-only effect, or another doubt; inactive = no such curve, though single readings can be large; an effect the other way counts as inactive or inconclusive. Unless noted, % is set by controls: 0 for no effect and ±100 for the full control effect.

Each structure is followed by: AmpC no deterg | AmpC detergent | Sm TGR inh | FBPA Giardia inh | AMA1-RON2 inh | HCMV inh
CCSc1ncc(Cl)c(C(=O)Nc2c(C(=O)Nc3ccc(Cl)cc3)oc3ccccc23)n1
 : x | 2% | u | x | x | -6
Cc1onc(-c2ccccc2)c1C(=O)NC(=S)NNC(=O)c1ccco1
 : -57% | -9% | -9% | 8% | 126%[activator] | -24
O=c1cc(CO)oc(C(Nc2ccccn2)c2ccc(F)cc2)c1O (stereo unspecified)
 : -20% | -8% | 2.5µM* | u | -13% | 29
COc1ccc(N(C(=O)COc2ccc(Br)cc2)S(=O)(=O)c2ccc(C)cc2)cc1
 : x | 3% | -9% | x | x | -1
CCc1nnc(NC(=O)c2ccc(Cl)c(S(=O)(=O)N3CCc4ccccc43)c2)s1
 : -36% | -10% | -12% | 13% | 21% | -36
COC(=O)c1ccc(N2CCN(S(=O)(=O)c3ccccc3)CC2)c([N+](=O)[O-])c1
 : 28% | -1% | -1% | -2% | -20% | -34
COc1cc(/C=C/C(=O)Nc2ccccc2C(F)(F)F)cc(OC)c1OC
 : 24% | 2% | 13% | x | x | 146
CN(C(=O)C1CCCC1)C1CCS(=O)(=O)C1 (stereo unspecified)
 : -1% | u | 1% | x | -12% | x
COc1ccc(NC(=O)CN2CCN(CC(=O)Nc3ccccc3OC)CC2)c(OC)c1
 : -23% | 5% | -4% | 1% | 0% | 15
NC(=O)c1ccc(NC(=O)COC(=O)c2cc(S(=O)(=O)N3CCOCC3)ccc2N2CCCCC2)cc1
 : -5% | 7% | 13% | 0% | 17% | 0
COc1ccc(NC(=O)Nc2c(C)n(C)n(-c3ccccc3)c2=O)cc1OC
 : -10% | u | -3% | 1% | 19% | -8
CN1C(=O)C(Cc2ccsc2)C(=O)N(C)C1=O
 : -25% | -11% | 5µM* | u | 39%[activator] | -8
O=C(NC1CC2CCCC(C1)N2CC(=O)N1CCCc2ccccc21)C1CCCCC1 (stereo unspecified)
 : -9% | u | -7% | 3% | -7% | 3
Cc1cc(C(=O)CN(Cc2ccc(F)cc2)S(=O)(=O)c2ccc3c(c2)OCCO3)c(C)n1C
 : -4% | 2% | 11% | 6% | -24% | -23
COc1ccccc1Oc1ccc(N/C=C/C(=O)C(C)(C)C)cc1
 : -22% | u | x | -4% | u | -26
COc1ccccc1/C=C/CN1CCC(Oc2ccc(C(=O)N3CCCCC3)cc2)CC1
 : 123%[activator] | u | -32% | -1% | -24% | -4
Cc1ccc(C)c(Cn2c(=O)n(Cc3ccccc3)c(=O)c3c2c2cc(C)ccc2n3C)c1
 : x | 19% | 2% | x | x | -37
COc1ccc(O)c(/C=N/N2CCCCC2)c1
 : -12% | -1% | 3% | -5% | -15% | 27
Cc1ccc(NS(=O)(=O)c2cccc(C(=O)N3CCCCCCC3)c2)cc1
 : -7% | u | -15% | x | -12% | -22
O=C(O)c1ccc2cccnc2n1
 : -12% | -2% | 32µM* | 5.6µM* | 14% | u
Nc1nnnn1/N=C/c1ccccn1
 : -11% | -7% | -11% | u | 46%[activator] | -22
COc1ccc(-n2c(Cc3cccs3)nnc2SCC(=O)Nc2ccc3c(c2)OCCO3)cc1
 : -10% | -16% | -9% | 12% | -11% | -30
CC(CC(=O)Nc1nncs1)c1ccccc1 (stereo unspecified)
 : -8% | u | -9% | 3% | 6% | 19
COC(=O)[C@H](CC(C)C)NC(=O)N1CCCCC1
 : -8% | -6% | -3% | 4% | -9% | 59
CC(NC(=O)c1ccco1)C(=O)Nc1nccs1 (stereo unspecified)
 : -17% | x | x | x | -15% | 0
CCN(CC(=O)Nc1ccccc1C(F)(F)F)C(=O)Cn1c(=O)cnc2ccccc21
 : -4% | -13% | 0% | x | -8% | 15
COc1ccc(C(=O)Nc2ccnn2C2CCN(C(=O)c3cccnc3)CC2)cc1
 : -3% | 1% | -14% | x | -16% | 71
CCc1nn(CC(=O)NCCC2=CCCCC2)c(=O)c2cc3cc(F)ccc3n12
 : 0% | -8% | -11% | x | 10% | u
CCOCc1nnc(NC(=O)c2c(OC)cccc2OC)s1
 : -4% | 0% | 3% | 3% | 15% | 3
Cc1ccc(C(=O)Nc2cccc(C(F)(F)F)c2)cc1NC(=O)c1cnnc2ccccc12
 : 32% | 1% | -13% | 8% | -1%&-12% | u
CCN(C(=O)C1=COCCO1)c1nc2c(C)cccc2s1
 : -13% | -18% | 5% | x | 7% | -40
O=C(NCc1cn2ccccc2n1)c1ccc2c(c1)OCO2
 : -13% | u | 0% | -2% | -6% | -17
Cc1cc(C)cc(NC(=O)Cc2ccc(S(=O)(=O)N3CCCC3)s2)c1
 : -21% | 1% | -3% | x | -10% | -1
Cc1cc(Cl)c2oc(C(=O)NCC(C)(C)N3CCOCC3)c(C)c2c1
 : 8% | -10% | -2% | 6% | 9% | -8
COc1ccc2c(c1)CCc1cnc(N)nc1-2
 : -16% | 9% | 4% | -21% | 0% | -68*
CCCc1cc(=O)oc2cc(C)cc(OCC(=O)NCCCN3CCOCC3)c12
 : 27% | -7% | 5% | 2% | -1% | 21
COc1ccc(/C=C/C(=O)Nn2cnnc2)cc1
 : -2% | 9% | 3% | -3% | -6% | -9
CC(C)c1ccccc1NC(=S)NCc1ccncc1
 : -24% | 2% | u | 3% | 0% | -39
CCOC(=O)CSc1nc2cc3c(cc2cc1C#N)OCCO3
 : -31% | -4% | 4%[57.1 µM] | 2% | -4% | 1
CCN(CC(=O)Nc1c(F)cccc1F)C(=O)CCc1ccc(OC)cc1
 : -5% | 1% | 17% | 0% | -16% | 5
COc1ccc(C2c3c(nc(C)[nH]c3=O)Oc3c2c(=O)oc2ccccc32)cc1 (stereo unspecified)
 : -6% | 9% | 6% | 4% | -20% | 9
O=[N+]([O-])c1ccc(N2CCN(S(=O)(=O)c3ccccc3)CC2)cc1N1CCc2ccccc2C1
 : -9% | -13% | -1% | 2% | 0% | -1
O=C(CSc1nc2ccccc2s1)Nc1cc(S(=O)(=O)N2CCOCC2)ccc1Cl
 : -12% | -8% | -8% | -1% | -3% | 20
O=C(Cn1c(=O)n(-c2cccc(Cl)c2)c(=O)c2sc3ccccc3c21)N1CCCC1
 : x | -2% | 1% | x | x | -81*
N#CCC(=O)Nc1ccc(C(=O)OCC(=O)N2CCCC2=O)cc1
 : -9% | -1% | 0% | x | 15% | -2

Single entries from the entries so far:
For AMA1-RON2 inh, COc1ccc(/C=C/C(=O)Nn2cnnc2)cc1 reads -6%
For AmpC no deterg, Cc1ccc(NS(=O)(=O)c2cccc(C(=O)N3CCCCCCC3)c2)cc1 reads -7%
For AMA1-RON2 inh, O=C(O)c1ccc2cccnc2n1 reads 14%

Next results.
Each structure is followed by: AmpC no deterg | AmpC detergent | Sm TGR inh | FBPA Giardia inh | AMA1-RON2 inh | HCMV inh
O=C(CNC(=O)c1ccc2ccccc2c1)Nc1ncccc1O
 : -30% | 6% | -26% | x | 24% | 10
COc1ccccc1NC(=O)CC(c1cc(OC)c(OC)c(OC)c1)N1Cc2ccccc2C1=O (stereo unspecified)
 : x | 15% | 0% | x | x | 19
CCCCCn1c(C(Cc2ccccc2)NC(C)=O)nc2ccccc21 (stereo unspecified)
 : u | u | -8% | 3% | 10% | -32
COc1ccc(Cl)cc1C(=O)OCC(=O)NC(=O)c1cccn1C
 : -5% | u | -1% | 3% | -9% | -6
CSc1oc(-c2ccc(F)cc2)nc1S(=O)(=O)c1ccc(Br)cc1
 : x | 6% | 8% | x | x | -2
CCOC(=O)C(C)Sc1nnc2cc(C)c3ccccc3n12 (stereo unspecified)
 : x | -5% | -1% | x | x | 2
CNc1nc(Oc2ccc(C(=O)OC)cc2)nc(SC)n1
 : -14% | -12% | -9% | -2% | -1% | 13
Nn1c(SCC(=O)NC2CCCCC2)nnc1-c1ccccc1F
 : -10% | -8% | -18% | x | -5%[11.6 µM] | -30
CC(=O)c1ccc(N2CCN(C(=S)Nc3ccccc3F)CC2)cc1
 : -7% | 1% | 7% | -1% | 13% | -3
Cc1cc(O)c(NC(=O)c2cc([N+](=O)[O-])ccc2Cl)cc1C
 : -9% | -1% | -13% | -19% | -5% | 99
O=C(Nc1ccc(C#Cc2ccccc2)cc1)C1CC1
 : -16% | -2% | -3% | -3% | 0% | -64*
CCC1Sc2ccc(S(=O)(=O)CCC(=O)NCc3ccco3)cc2NC1=O (stereo unspecified)
 : -32% | 2% | 32µM* | -3% | 28% | -31
O=C(CC1SC(=Nc2ccccc2F)N(CCN2CCOCC2)C1=O)Nc1ccc(F)cc1F (stereo unspecified)
 : 164%[activator] | 2% | -9% | -9% | 0% | -32
O=C(CSc1n[nH]c(=O)[nH]c1=O)c1ccccc1
 : -4% | 3% | -1% | -27% | -7% | -67*
C=CCOc1ccc(CNc2nn[nH]n2)cc1
 : -32% | u | 0% | -15% | 20% | 9
COc1cc(C(=O)NC2CCCC2)c(Br)c(OC)c1OC
 : -1% | 2% | x | 4% | -5% | 62
CC(C)(C)NC(=O)C(=O)NNC(=O)c1ccc(C(C)(C)C)cc1
 : -9% | 1% | 7% | 0% | 53%[activator] | -37
COc1ccc(-c2cc(C(=O)O)no2)cc1
 : -32% | 1% | 26% | -8%&-2% | -1% | -18
NC(=O)c1ccc(SCC(=O)OCC(=O)N2CCN(C(=O)c3ccco3)CC2)c([N+](=O)[O-])c1
 : u | u | -23% | x | 20% | 7
Cc1cccn2c(=O)c(/C=N/O)c(NCc3ccccc3)nc12
 : -4% | -4% | -3% | -2% | -4% | -31
CC(C)NC(=O)NC(=O)COC(=O)c1ncc(Cl)c(Cl)c1Cl
 : -9% | 2% | -2% | 5% | 0% | 13
Cc1sc(NC(=O)COc2ccc(C(C)(C)C)cc2)c(C(=O)OC(C)C)c1C
 : x | 0% | 8% | x | x | 0
O=C(NCCNC(=O)c1ccccc1)c1ccccc1
 : -5% | -6% | -1% | -4% | 76%[activator] | 23
O=C(Nc1cccc(O)c1)C1CC(c2ccc(Cl)cc2)=NO1 (stereo unspecified)
 : -19% | -18% | 3% | -2% | 2% | -13
C/C(CCc1c[nH]c2ccccc12)=N\O
 : -5% | u | -8% | -7% | 0% | -14
CC(=O)Nc1ccc(NCc2ccc(C)s2)cc1
 : -20% | u | 94%[activator] | -6% | -9% | 15

Compounds from the list above with a COOH group, in the order listed:
Each structure is followed by: AmpC no deterg | AmpC detergent | Sm TGR inh | FBPA Giardia inh | AMA1-RON2 inh | HCMV inh
O=C(O)c1ccc2cccnc2n1
 : -12% | -2% | 32µM* | 5.6µM* | 14% | u
COc1ccc(-c2cc(C(=O)O)no2)cc1
 : -32% | 1% | 26% | -8%&-2% | -1% | -18
